RAD54 branch – inhibitors of human RAD54 branch migration; Q92698; RAD54 Holliday junction branch migration, FAM/BHQ fluorescence; inhibition, % at 10.4 µM; 360,000 tested, 0.14% active;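 active means mean normalized replicate activity at least 40 and at least half of replicates scoring 40 or more; inconclusive means only one of the two criteria met; inactive means mean below 40 and under half of replicates reaching 40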;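 further: 0% = median of neutral control wells and 100% = median of positive control wells; inhibitors cause a drop in the FAM fluorescence signal; in these data hits start at about 50%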
Target sequence (Q92698 whole entry, looked up): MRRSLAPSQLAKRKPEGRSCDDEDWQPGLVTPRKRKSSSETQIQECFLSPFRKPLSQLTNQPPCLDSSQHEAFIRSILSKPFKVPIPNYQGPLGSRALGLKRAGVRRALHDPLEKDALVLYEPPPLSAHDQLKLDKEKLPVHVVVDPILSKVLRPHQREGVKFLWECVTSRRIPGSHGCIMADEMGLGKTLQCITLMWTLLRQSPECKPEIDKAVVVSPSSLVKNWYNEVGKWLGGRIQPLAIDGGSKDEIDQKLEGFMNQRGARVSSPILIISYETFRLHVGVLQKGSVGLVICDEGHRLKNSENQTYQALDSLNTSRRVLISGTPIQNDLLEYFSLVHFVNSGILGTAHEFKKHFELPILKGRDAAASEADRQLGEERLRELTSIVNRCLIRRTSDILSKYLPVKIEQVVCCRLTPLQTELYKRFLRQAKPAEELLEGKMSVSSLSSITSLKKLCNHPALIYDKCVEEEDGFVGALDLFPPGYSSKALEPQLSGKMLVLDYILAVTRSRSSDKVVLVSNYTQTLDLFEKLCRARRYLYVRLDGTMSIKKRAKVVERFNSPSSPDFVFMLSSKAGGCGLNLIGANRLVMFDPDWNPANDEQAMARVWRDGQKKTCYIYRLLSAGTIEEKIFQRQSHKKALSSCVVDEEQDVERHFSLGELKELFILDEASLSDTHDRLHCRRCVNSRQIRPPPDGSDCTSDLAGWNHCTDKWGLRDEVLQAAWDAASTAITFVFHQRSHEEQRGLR
XiGFP reactiv – X-chromosome reactivation activator. XiGFP mouse fibroblasts, % GFP-positive cells imaging, 3 d; cells co-treated with 5-aza-dC sensitizer; scaled so ellipticine positive control = 100%. activation, % at 7.58 µM. 360,000 tested, 0.055% active. AID 743238;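 active means mean normalized replicate activation at least 10% and every replicate at or above 10%; inconclusive means only one of the two criteria met; inactive means mean below 10% and not all replicates reach 10%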;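 further: 0% = median of on-plate neutral control wells and 100% = ellipticine 6 µM median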
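System: SV40-immortalized XiGFP fibroblast cells, line 68-5-11 / Incubation: 3-day compound exposure, then 15 min fixation at room temperature / Compound: single concentration per compound, delivered by pin transfer / Buffer or medium: DMEM plus 5-aza-dC sensitizer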
RAD52 anneal inh – inhibitors of human RAD52 DNA annealing. 360,000 tested, 0.46% active. inhibition, % at 18.7 µM. P43351. recombinant RAD52 DNA annealing, FRET fluorescence;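 active means every replicate showing at least 50% inhibition; inconclusive means mean inhibition at least 50% but not in every replicate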
DENV2 CPE rescue – DENV2-induced cell death inhibition | DENV2-infected cells, cytopathic effect rescue, plate reader | CPE inhibition, % at 9.99 µM | 350,000 tested, 1.7% active | AID 651640; in the data active means CPE inhibition above about 20%, passing the limit was not always enough; inconclusive means no clear call, values can overlap the other calls; tested in BHK-21 cells;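 further: 0% = median of neutral control wells and 100% = median of positive control wells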
E-sel inducer – E-selectin induction on HUVECs. P16581. HUVEC E-selectin immunofluorescence imaging; normalized: neutral wells 0, TNF-alpha wells 100. activation, % at 7.58 µM. 260,000 tested, 0.37% active;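 active means mean E-selectin-positive cell signal at least 10% of the positive control, reached in at least 60% of replicates, without over 20% cell loss; inconclusive means no rule given, readout overlaps actives, possibly toxicity-flagged; inactive means the rest, including those meeting only one limit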;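 further: in these data hits start at about 27%; measured in HUVEC primary endothelial cells; signal is the percent of cells scored E-selectin positive by PE staining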
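Read-out: % PE-positive cells | Test system: HUVEC | Doses: One compound dose added by pin transfer | Buffer or medium: EGM-2 over gelatin coat | Signal: Immunofluorescence imaging | Benchmarks: TNF-alpha, DMSO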
INS-1E GSIS act – primary screen for activators of insulin secretion dependent on glucose, INS-1E cells, GLuc reporter luminescence; INS-1E GLuc reporter insulin secretion, 2-3 h; 370,000 tested, 0.61% active; activation, % at 16.6 µM;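 active means lowest replicate activation of at least 40%, so every replicate reaches that level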;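 further: 0% = median of neutral control wells and 100% = median of IBMX positive control wells; some compounds called inactive have numbers as strong as hits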
CFTR F508del cor – CFTR F508del correction in bronchial cells. activity (quench increase), % at 7.58 µM. AID 720511. CFBE cells, YFP halide quenching; stimulated with forskolin plus potentiator P3; % fluorescence drop versus neutral controls. 350,000 tested, 0.36% active;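 active means mean added fluorescence quench of at least 8% versus neutral control, with both replicates also reaching 8%; inconclusive means only one of the mean or replicate conditions met; inactive means mean below 8% and not both replicates reaching 8%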;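 further: cells transiently co-express mutant CFTR-F508del with the halide-sensitive YFP; corrector assay measuring rescue of mutant channel to the surface after 24 h compound exposure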
Casp6 inh – inhibitors of human caspase-6; P55212; purified caspase-6, Z-VEID-R110 cleavage fluorescence; inhibition, % at 12.5 µM; 350,000 tested, 0.53% active; AID 686996;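 active means mean inhibition across replicates at least about 35%, with every replicate also reaching that limit, limit read from the data; inconclusive means only one of the two criteria met; inactive means neither criterion met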;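 further: 0% = median of neutral control wells and 100% = no fluorescence left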
Target sequence (P55212 24-179 limits assumed): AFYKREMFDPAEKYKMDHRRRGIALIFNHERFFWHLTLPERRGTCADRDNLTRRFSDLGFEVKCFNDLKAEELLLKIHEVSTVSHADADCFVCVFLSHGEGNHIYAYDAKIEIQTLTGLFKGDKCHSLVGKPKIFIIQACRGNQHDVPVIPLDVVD
Target sequence (P55212 194-293 limits assumed): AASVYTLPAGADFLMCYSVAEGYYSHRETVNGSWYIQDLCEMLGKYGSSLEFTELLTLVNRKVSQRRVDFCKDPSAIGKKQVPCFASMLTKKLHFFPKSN
* = called active by the depositor; ? = inconclusive; . = no result given; & = joins results of further samples.

SMILES	RAD54 branch	XiGFP reactiv	RAD52 anneal inh	DENV2 CPE rescue	E-sel inducer	INS-1E GSIS act	CFTR F508del cor	Casp6 inh
CC(=O)NN1C(=O)c2ccccc2NC1c1ccco1 (configuration not stated)	2	0.4	-13	1	5.6	-12	3.8	-1
Cc1ccc(S(=O)(=O)N(C)C[C@@H]2Oc3c(NC(=O)Nc4ccc5c(c4)OCO5)cccc3C(=O)N([C@@H](C)CO)C[C@H]2C)cc1	0	-0.4	21	?	-0.1	-11	1.4	-2
COc1ccc(S(=O)(=O)Nc2ccc(-c3ccc4nncn4n3)cc2)c(OC)c1	.	0.7	-4	2	-0.1	31	-3.0	0
C[C@H](CO)N1C[C@H](C)[C@@H](CN(C)C(=O)c2ccccc2)OCc2cn(nn2)CCCC1=O	3&-7	0.0&0.0	-1&2	-5&0	.	14&-2	0.2&-0.1	-1&1
Cc1cc(NC(=O)c2ccccc2C)no1	3	0.1	6	-1	0.0	.	-1.0	-1
O=C(NCc1ccc2c(c1)OCO2)c1ccc(CS(=O)Cc2cccc(Cl)c2)o1 (configuration not stated)	12	0.0	-8	0	.	-12	2.8	-2
O=C(C[C@H]1C=C[C@H](NC(=O)c2cccc(F)c2)[C@H](CO)O1)Nc1nccs1	0	0.1	-2	0	-0.2	-3	-3.2	3
C=CCn1c(=S)[nH]c2nc3c(cc2c1=O)CCCC3	8	.	-25	-1	.	1	-0.9	0
COc1ccc(CN(C)C[C@H]2OCCCC[C@H](C)Oc3ccc(NC(=O)Nc4ccc(F)cc4)cc3C(=O)N([C@@H](C)CO)C[C@H]2C)cc1	2	0.1	-5	-9	-0.2	-5	0.0	-1
COCC(=O)N1CCC2(CC1)CN(C(=O)Cc1ccccc1)[C@H](CO)c1c2c2ccc(OC)cc2n1C	.	-0.1	16	-1	-0.4	-21	1.9	.
Cc1ccc(-c2cc(Cc3ccccn3)c(=O)[nH]n2)cc1	8	-0.1	-11	-1	0.0	22	1.3	-3
Clc1ccc2c(c1)-c1[nH]ncc1CS2	.	0.0	-15	4	.	2	-0.2	0
O=c1c(O)c(-c2ccccc2)oc2ccccc12	5	.	-7	6	.	7	0.8	1
CCCc1cc(=O)oc2c3c(cc(OCC(=O)N[C@@H](C)C(=O)O)c12)OC(C)(C)CC3	4	0.0	-15	2	18	7	-4.1	0
CN1CCN(C(=O)CCN2C(=O)/C(=C\c3ccccc3F)SC2=S)CC1	7	0.3	-5	-14	-0.7	-11	-4.4	-6
CC1CC(=O)Nc2ccccc2N1S(=O)(=O)c1cccs1 (configuration not stated)	0	0.0	-11	1	28*	10	0.7	-6
CCC(=O)Nc1ccc2c(c1)C(=O)N(C)C[C@@H](OC)[C@@H](C)CN(C(=O)c1ccncc1)[C@H](C)CO2	-12	0.0	-9	3	0.0	0	1.7	6
C[C@H]1CN([C@@H](C)CO)C(=O)c2cccc(NS(=O)(=O)c3cn(C)cn3)c2O[C@@H]1CN(C)Cc1ccc(Cl)c(Cl)c1	-6	-0.1	9	1	-13	-3	-2.2	1
CN(C(=O)CSc1nnc(-c2ccccc2F)n1N)C1CCCCC1	-4	0.1	-24	12	.	-13	-1.5	-3
C[C@@H]1CN([C@H](C)CO)C(=O)Cc2cc(NC(=O)Cc3cn(C)c4ccccc34)ccc2O[C@@H]1CN(C)S(=O)(=O)c1cn(C)cn1	-2	-0.8	8	-4	-0.2	31	-1.6	-1
O=C(Nc1ccccc1F)c1cnccn1	1	0.2	-11	6	3.2	.	-1.1	0
O=C(c1ccc(Cl)s1)N(Cc1nnc(-c2ccccc2Cl)o1)C1CC1	.	0.1	-45	5	-0.6	-11	1.1	0
CCCCc1c(-c2ccccc2OC)ncn1Cc1cc(F)cc(F)c1	.	0.1	-8	-3	-0.1	3	1.1	2
Cc1c(C(=O)OCC(=O)N2CCCCC2C)oc2ccccc12 (configuration not stated)	2	0.0	-14	3	-0.8	.	-1.8	-61
COC(=O)C1(C)CCc2c(ccc3ccccc23)C1=O (configuration not stated)	.	-0.1	3	8	0.0	18	0.0	1
O=C(C[C@@H]1CC[C@H]2[C@@H](COC[C@@H](O)CN2C(=O)Nc2ccc(F)cc2)O1)NCCc1ccccc1	-7	0.0	2	-2	0.0	-16	-3.0	0
CC(=O)Nc1nnc(SCC(=O)N2CCCc3ccccc32)s1	.	1.2	-3	?	-0.1	-5	-0.4	-3
Cc1ccccc1S(=O)(=O)NCC[C@H]1CC[C@@H](NC(=O)Nc2cccc(Cl)c2)[C@@H](CO)O1	8	-0.3	5	3	-0.4	-25	2.0	3
NC(=O)CCN1CCN(Cc2cn[nH]c2-c2cccc3ccccc23)CC1	.	0.0	-3	-1	.	12	-1.4	-9
C/C(CC(=O)NCc1ccc(Cl)cc1)=N\NC(=O)c1ccccc1F	.	0.1	-6	9	.	5	.	-3
CC1=C(C(=O)N2CCOCC2)CC(CC(=O)NC2CCCCC2)C(=O)N1Cc1ccc(F)cc1 (configuration not stated)	2	0.0	-6	5	3.9	-11	1.7	0
O=C(NCc1ccc(F)cc1)C(c1ccccc1)N(C(=O)c1csnn1)C1CC1 (configuration not stated)	4	0.5	-7	-3	.	3	-4.6	1
Cc1ccc(F)cc1C(=O)N1CCC1(C)C(=O)O (configuration not stated)	11	0.1	-4	-7	0.0	6	-0.5	21
CCc1cc2c(=O)c(-c3nc4ccccc4n3C)c(C)oc2c(CN2CCN(CCO)CC2)c1O	-3	.	-22	1	.	13	-1.5	-3
CCCC(=O)Nc1ccc2c(c1)OC[C@H](C)N(C(=O)c1cnccn1)C[C@@H](C)[C@H](OC)CN(C)C2=O	-2	0.1	-2	8	-0.1	16	1.7	1
Cc1nn(-c2ccc(N3CCCCC3)nn2)c(C)c1CCC(=O)Nc1cc(F)ccc1F	3	0.0	0	1	.	-27	2.6	-8
CCCCn1nc2cc(C(=O)NC3CCCc4ccccc43)ccc2c1OCC (configuration not stated)	8	0.1	-9	11	2.1	-38	-2.2	8
CCCn1c(N)c(N(CCOC)C(=O)c2ccc(-c3ccc(Cl)cc3)o2)c(=O)[nH]c1=O	0	0.2	-6	2	.	4	3.1	7
CCCCOc1c(Cl)cc(CNC(C)(C)CO)cc1OCC	-4	.	-1	0	.	-9	0.4	1
COc1cc(/C(C)=N/NC(=O)c2nnn(-c3nonc3N)c2-c2cccs2)ccc1O	19	0.0	-15	10	.	-4	-1.4	2
CCOC(=O)C1(Cc2cccc(OC)c2)CCCN(Cc2cc(C(C)C)n[nH]2)C1 (configuration not stated)	-1	0.0	-18	15	28*	-22	1.5	0
C[C@@H]1CN([C@H](C)CO)S(=O)(=O)c2ccc(C3=CCCC3)cc2O[C@H]1CN(C)C(=O)Nc1ccc2c(c1)OCO2	.	0.0	-9	21*	2.2	-4	5.5	0
Cn1c(=O)c2[nH]c(CCCCCCCc3nc4ccccc4[nH]3)nc2n(C)c1=O	.	0.2	-4	15	.	-45	-0.8	-5
CCC(=O)Nc1ccc2c(c1)C(=O)N(C)C[C@H](OC)[C@H](C)CN(C(=O)Cc1ccccn1)[C@@H](C)CO2	8	0.3	-16	-1	0.1	4	5.2	0
Cc1ccc(S(=O)(=O)NCC(=O)NCC(=O)N(C)Cc2ccc3ccccc3c2)cc1C	0	0.1	-49	?	.	-25	-0.4	2
COCCN(C(=O)c1cccc(-n2cnnn2)c1)c1c(N)n(CC(C)C)c(=O)[nH]c1=O	.	0.4	-15	-2	.	-1	-3.7	3
O=C(NCC1COc2ccccc2O1)C1(c2ccccc2)CCCC1 (configuration not stated)	.	-0.1	-2	-3	3.5	.	1.1	0
CN(C)c1ccc(C2N(C)C(=O)c3ccccc3N2C)cc1 (configuration not stated)	4	0.2	-4	-7	0.7	-5	-4.2	-1
Cc1nc2ccccc2c(=O)n1NC(=O)c1cccc([N+](=O)[O-])c1	.	0.8	-5	-2	.	4	-1.4	-2
NCc1ccc(S(N)(=O)=O)cc1	-4&10	0.0&-0.1	-39&5	0&7	-0.3&-0.3	.	3.6&2.5	6&5
CCC(=O)N1CCC1(C)C(=O)Nc1ncc(C)s1 (configuration not stated)	0	0.8	-5	-1	1.7	-1	1.4	-1
Cc1cc(C)nc(NS(=O)(=O)c2ccc(N=Cc3c(C)[nH]n(-c4ccccc4)c3=O)cc2)n1	12	-0.1	-5	.	.	.	1.1	2
COc1ccccc1-c1cn(CC[C@H]2CC[C@H](NS(=O)(=O)c3ccccc3C)[C@@H](CO)O2)nn1	-18	0.5	1	7	-0.6	-12	4.4	1
CN(Cc1ccccc1)C(=O)c1cc(-c2ccc(Br)cc2)on1	2	.	-13	-4	.	-4	0.4	-4
O=C(NC1CCN(Cc2ccccc2)CC1)c1ccccc1Cl	-2	0.1	-14	?	.	-4	2.2	16
Cc1ccccc1Nc1c(-c2ccc(N3CCOCC3)cc2)nc2ncccn12	.	-0.1	-2	6	0.2	-5	-0.6	1
Cc1ccc(NC(=O)CCn2cc(C(F)(F)F)ccc2=O)cc1	3	-0.2	-5	-3	-0.3	23	0.3	-6
COc1ccc(NC(=O)Nc2cccc3c2O[C@H](CN(C)S(=O)(=O)c2ccccc2)[C@@H](C)CN([C@H](C)CO)C3=O)cc1	5	-0.1&0.1	4&-12	-4&-12	-0.7&-0.6	-1&-8	3.1&-2.8	0
COc1ccc(S(=O)(=O)NC(=O)C2(C)CCN2C(=O)CC2CCCC2)cc1 (configuration not stated)	13	-0.1	-6	3	-0.3	12	1.1	1
COc1ccc(-c2cc(C)no2)cc1S(=O)(=O)NCCCN1CCN(c2ccccc2)CC1	4	0.0	-14	7	-0.8	-9	-2.6	-3
Following part:
SMILES	RAD54 branch	XiGFP reactiv	RAD52 anneal inh	DENV2 CPE rescue	E-sel inducer	INS-1E GSIS act	CFTR F508del cor	Casp6 inh
CC(=O)Nc1ccc(NC(=O)C(C)OC(=O)c2ccc3[nH]c(C)c(C)c3c2)cc1 (configuration not stated)	-2	0.0	-3	-1	.	2	4.4	-2
O=C(Oc1ccccc1N1CCOCC1)c1ccccc1	2	0.0	-8	-6	1.1	-14	0.4	0
CC(=O)Nc1ccc(C(=O)NC2CCSc3ccccc32)cc1 (configuration not stated)	2	0.0	-18	-3	-0.3	0	1.7	-5
NC(=O)c1c(N)[nH]c(C(=O)c2ccccc2)c1-c1ccc2c(c1)OCO2	.	-0.2	-5	-17	0.4	12	1.2	-1
CCOC(=O)/C=C1\SCC(=O)N1CC(=O)NCc1cccc(Cl)c1	.	0.0	-29	-4	-0.4	.	-1.6	-1
COc1ccccc1N/C(N)=N/c1nc(C(F)(F)F)cc(=O)[nH]1	3	0.0	-4	-6	.	-8	3.2	-12
Cc1cc(-n2c(C)cc(C(=O)CSc3nncn3C)c2C)no1	5	0.1	-5	3	0.4	-7	1.2	-5

Already shown: an excerpt of the list.
SMILES	RAD54 branch	XiGFP reactiv	RAD52 anneal inh	DENV2 CPE rescue	E-sel inducer	INS-1E GSIS act	CFTR F508del cor	Casp6 inh
CC(=O)Nc1ccc(NC(=O)C(C)OC(=O)c2ccc3[nH]c(C)c(C)c3c2)cc1 (configuration not stated)	-2	0.0	-3	-1	.	2	4.4	-2
O=C(Oc1ccccc1N1CCOCC1)c1ccccc1	2	0.0	-8	-6	1.1	-14	0.4	0

Screens: PubChem, Broad Institute
